Screening data from PubChem.
Akt phos inh – blocks phosphorylation of Akt; Neuro2A IGF-stimulated pAkt S473 HTRF, 20 min; hits give low values; activity change, % for hits at 50 µM; 360,000 compounds, 0.32% hits; AID 651550; in the data active means activity change below about -80%; inconclusive means mostly about -51% to -80%; further: on the % scale 0 is the no-effect control and ±100 the full control effect
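Single-point screen (50 µM final compound) in Neuro2A cells stimulated 20 min with 6 nM IGF at 37 deg C. After lysis, Ser473-phosphorylated Akt read by HTRF (ex 330 nm, em 615/665 nm) as the 665/615 ratio.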
EPAC2 antag – EPAC2 (human) antagonism. Q8WZA2. EPAC2 GEF exchange of Rap1B-BODIPY-GDP, fluorescence. Potency, µM (titrated, usually from 114 µM), for inactives: top-dose activity, negative = inhibition, most hits filed as inhibitors. 360,000 compounds, 0.18% hits. AID 720708; further: potency means the concentration at half of the fitted maximal effect; on the % scale 0 is the no-effect control and ±100 the full control effect; nearly all actives have a fitted effect of over 45% in size; many of its hits are not listed in these tables
D3 ag – D3 dopamine receptor (human) agonism; max activation, %; 410,000 compounds, 0.58% hits; P35462; D3R DiscoveRx beta-arrestin cells, luminescence, 90 min; in the data active means max activation above about 30%; further: 0% is about no effect; mostly tested at two doses, the higher about 12 µM
Target sequence (P35462 whole entry, looked up): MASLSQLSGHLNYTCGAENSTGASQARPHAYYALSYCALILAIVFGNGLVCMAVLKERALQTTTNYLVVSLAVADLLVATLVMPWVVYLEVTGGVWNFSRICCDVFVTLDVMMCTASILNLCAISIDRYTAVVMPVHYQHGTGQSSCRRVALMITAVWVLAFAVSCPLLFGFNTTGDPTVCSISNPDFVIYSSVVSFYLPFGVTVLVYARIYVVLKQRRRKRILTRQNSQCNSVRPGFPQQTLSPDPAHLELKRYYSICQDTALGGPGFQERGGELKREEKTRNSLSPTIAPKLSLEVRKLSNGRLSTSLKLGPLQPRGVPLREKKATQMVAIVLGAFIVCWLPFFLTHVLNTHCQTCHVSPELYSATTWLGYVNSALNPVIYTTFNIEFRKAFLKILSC
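Agonist-mode cell screen: cells plated at 1500/well and incubated overnight at 37 °C, then exposed to library compounds for 90 min at 37 °C. Detection reagent was added for 30–60 min at room temperature, and luminescence was read.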
CCT modulator – cytosolic chaperonin activity modulation; activity change, % (concentration not given with the values), hits read low; 360,000 compounds, 0.3% hits; purified chaperonin ATPase assay, HTRF ADP detection, 30 min; in the data active means activity change below about -30%; further: on the % scale 0 is the no-effect control and ±100 the full control effect
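We incubate TRiC, 40 or 20 nM final, with library compounds at 76 uM and 10 uM ATP for 30 min at 37 °C. ADP formed is detected with Transcreener HTRF reagents after 30 min at room temperature.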
DRD3 antagonist – antagonists of human D3 dopamine receptor. P35462. D3R cells, DiscoveRx beta-arrestin luminescence, antagonist mode; hits give low values. max response, negative = inhibition, %. 360,000 compounds, 2.5% hits. AID 652054; in the data active means max response below about -50%; inconclusive means no clear call, values can overlap the other calls; further: on the % scale 0 is the no-effect control and ±100 the full control effect; mostly tested at two doses, the higher about 12 µM
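Cells plated overnight at 1500 cells/well, then exposed to library compounds with dopamine controls for 90 minutes at 37 degrees C. DiscoveRx reagent added for 30–60 minutes at room temperature; luminescence read, quantitative HTS format.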
MmCpn inh – M. maripaludis TRiC chaperonin inhibition; purified Mm-Cpn ATPase, ADP Transcreener TR-FRET; Potency, µM (doses to about 76.9 µM), for inactives: at the highest dose activity, negative = inhibition, usual class: inhibitors; 330,000 compounds, 0.031% hits; further: potency means the concentration at half of the fitted maximal effect; on the % scale 0 is the no-effect control and ±100 the full control effect; nearly all actives have a fitted effect of over 80% in size
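Inhibition of chaperonin ATP hydrolysis is measured as reduced ADP production, detected by competitive TR-FRET in which signal falls with ADP. Final enzyme 25 nM and ATP 10 uM, reacted 30 min at 37°C.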
PTHR1 agonist – activates the human parathyroid hormone receptor PTHR1 | AID 743266 | Q03431 | HEK293 GP2 PTHR1 cells, GloSensor cAMP luminescence, 1 h | 410,000 compounds, 0.075% hits | Potency, µM (titrated, usually from 115 µM), for inactives: top-dose activation, most hits filed as activators; further: potency means the concentration at half of the fitted maximal effect; nearly all actives have a fitted effect of over 55% in size; some results filed as inactive show a strong effect at the top dose; inactives centre near -15; many of its hits are not listed in these tables
Target sequence (Q03431 whole entry, looked up): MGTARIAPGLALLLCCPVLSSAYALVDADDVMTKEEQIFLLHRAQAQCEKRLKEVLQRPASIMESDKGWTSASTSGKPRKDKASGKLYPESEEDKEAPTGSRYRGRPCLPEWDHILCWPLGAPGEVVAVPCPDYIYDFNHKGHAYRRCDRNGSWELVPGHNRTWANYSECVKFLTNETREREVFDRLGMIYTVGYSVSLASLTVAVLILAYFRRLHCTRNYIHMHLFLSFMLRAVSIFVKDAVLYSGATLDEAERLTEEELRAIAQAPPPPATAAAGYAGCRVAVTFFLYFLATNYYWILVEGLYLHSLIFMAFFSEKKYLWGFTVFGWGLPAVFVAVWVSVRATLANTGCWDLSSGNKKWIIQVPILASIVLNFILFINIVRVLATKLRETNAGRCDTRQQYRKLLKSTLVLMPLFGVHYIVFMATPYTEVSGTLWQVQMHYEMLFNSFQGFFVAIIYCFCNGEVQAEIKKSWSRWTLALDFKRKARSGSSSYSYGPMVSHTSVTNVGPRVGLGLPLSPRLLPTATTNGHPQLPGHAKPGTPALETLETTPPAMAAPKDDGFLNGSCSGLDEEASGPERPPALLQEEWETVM
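HEK-293-derived GP2 cells expressing PTHR1 and a GloSensor cAMP reporter, 3,000/well, plated overnight, given luciferin plus IBMX (each 0.5 mM as added) for 1 h at 37 °C, then compound for 1 h at 37 °C. Luminescence was read after 15 min at room temperature.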
EPAC2 ag – activates human EPAC2 exchange factor | Q8WZA2 | EPAC2 activation, biochemical qHTS; response scale: 100% = 6.5 mM cAMP response | Potency, µM (titrated, usually from 154 µM), for the others: at the top dose activation, actives largely listed as activators | 360,000 compounds, 0.079% hits | AID 720711; further: potency means the concentration at half of the fitted maximal effect; nearly all actives have a fitted effect of over 50% in size
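Fluorescence exchange assay: 100 nM EPAC2 with 250 nM RAP1B-BODIPY-GDP and 50 uM GDP; compounds tested as a concentration-titration series (qHTS). Loss of Rap1-bound BODIPY-GDP fluorescence read at 480/540 nm; data normalized to 6.5 mM cAMP.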
Starred values were filed as active, the others as inactive; i = inactive; ? = inconclusive; . = not tested or not shown; [ ] = another dose, or the depositor's remark. Unless noted, the call rests on the fitted dose curve; in most records, active means well fitted curve in the direction sought with a large enough effect; inconclusive means small, poorly fitted or top-dose-only effect, or another doubt; inactive means no such curve, though single readings can be large; an effect the other way counts as inactive or inconclusive.

The first 4 records, ahead of the listing:
1	Cc1cccc(Nc2ncnc3c2cnn3Cc2ccccc2)c1
2	Cc1ccc(C(=O)NCc2ccc3c(c2)OCO3)cc1S(=O)(=O)N1CCCCC1
3	Nc1nc(SCC(=O)c2ccc(F)cc2)n[nH]1
4	O=C(c1cc(S(=O)(=O)N2CCOCC2)ccc1Cl)N1CCN(c2ccccn2)CC1

entry no.,1,2,3,4
PTHR1 agonist,-25%,-24%[57.5 µM],i,-22%
Akt phos inh,i,i,i,i
D3 ag,1,-1,3,-5
DRD3 antagonist,2,9,4,17
CCT modulator,-4.0,1.8,0.6,1.0
MmCpn inh,0%,-3%,4%,-1%
EPAC2 antag,-26%[57.1 µM],-1%,1%,3%
EPAC2 ag,14%,7%,9%,0%

Main list, previewed entries included:
1	Cc1cccc(Nc2ncnc3c2cnn3Cc2ccccc2)c1
2	Cc1ccc(C(=O)NCc2ccc3c(c2)OCO3)cc1S(=O)(=O)N1CCCCC1
3	Nc1nc(SCC(=O)c2ccc(F)cc2)n[nH]1
4	O=C(c1cc(S(=O)(=O)N2CCOCC2)ccc1Cl)N1CCN(c2ccccn2)CC1
5	O=C(NCCc1ccc(Cl)cc1)c1cccc(S(=O)(=O)N2CCCC2)c1
6	CN(C)C(=O)c1nnsc1Sc1ccc(Cl)cc1
7	O=C(c1csc2c1CCCCC2)N1CCN(c2ncccn2)CC1
8	Cc1sc(N=Nc2ccc(N(C)C)cc2)[n+]([O-])c1C
9	OC1CCCN(CC(O)COc2ccc(-c3ccccc3)cc2)C1 (stereo not drawn)
10	CCN(CC)S(=O)(=O)c1ccc(N2CCOCC2)c(NC(=O)CC(C)(C)C)c1

entry no.,1,2,3,4,5,6,7,8,9,10
PTHR1 agonist,-25%,-24%[57.5 µM],i,-22%,-16%,i,i,-34%[inhibitor],i,i
Akt phos inh,i,i,i,i,i,i,i,i,i,i
D3 ag,1,-1,3,-5,-1,-2,18,-14,-7,7
DRD3 antagonist,2,9,4,17,8,-3,?,0,-4,-4
CCT modulator,-4.0,1.8,0.6,1.0,0.4,-0.5,-0.9,-0.2,0.4,-1.4
MmCpn inh,0%,-3%,4%,-1%,.,3%,2%,.,2%,0%
EPAC2 antag,-26%[57.1 µM],-1%,1%,3%,-13%,-5%,5%,0%,1%,-9%
EPAC2 ag,14%,7%,9%,0%,9%,6%,4%,1%,17%,0%

11	COc1cc(-c2csc(C)n2)ccc1O
12	O=C1CC(c2ccco2)Cc2nc(N3CCN(Cc4ccc5c(c4)OCO5)CC3)ncc21 (stereo not drawn)
13	O=C(/C=C/c1cc[n+](CC(=O)c2ccc3cccc4c3c2CC4)cc1)c1ccc2cccc3c2c1CC3
14	CCCCn1nnnc1C(c1ccccc1)N1CCN(c2ccc(OC)cc2)CC1 (stereo not drawn)
15	COc1ccc(C(O)(CCC(C)C)C(CN2CCOCC2)c2ccccc2)cc1 (stereo not drawn)
16	Cc1onc(-c2ccccc2)c1C(=O)N1CCC(C)(C(=O)O)C1 (stereo not drawn)
17	COc1ccc(C(=O)C(C)N(C(=O)c2ccc(Cl)cc2Cl)N2C(=O)C3C4C=CC(C4)C3C2=O)cc1 (stereo not drawn)
18	CN1CCC(N(C)C(=O)c2ccc(Cl)c(S(=O)(=O)Nc3ccc(Cl)cc3)c2)CC1
19	COc1ccc(NC(=O)CN(c2ccc([N+](=O)[O-])cc2)S(=O)(=O)c2ccccc2)cc1
20	O=C(N[C@@H](Cc1ccccc1)C(=O)OCc1ccccc1)c1nc[nH]c1C(=O)N1CCNCC1

entry no.,11,12,13,14,15,16,17,18,19,20
PTHR1 agonist,i,-20%,-3%,-3%,-33%[inhibitor],-19%,i,-97%[inhibitor],i,i
Akt phos inh,i,i,i,i,i,i,i,i,i,i
D3 ag,-4,-5,-4,-10,-7,11,11,-5,-14,1
DRD3 antagonist,12,-10,1,0,-11,3,-18,-22,4,21
CCT modulator,-2.3,-1.2,-1.5,1.8,-0.1,-1.6,-2.2,-4.6,-1.8,-0.4
MmCpn inh,-5%,-13%,0%,.,1%,.,-16%,.,1%,-1%
EPAC2 antag,6%,3%,?,9%,-19%,18%,-3%,2%,0%,-2%
EPAC2 ag,-5%,13%,12%,20%,18%,2%,-1%,11%,16%,6%

21	CCN1CCN(c2ccc(S(=O)(=O)N3CCOCC3)cc2NC(=O)c2cc(F)c(F)c(F)c2F)CC1
22	Cc1[nH]c2ccccc2c1/C=N/NS(=O)(=O)c1ccccc1
23	O=c1[nH]cnc2c1ncn2-c1ccc(Cl)cc1
24	O=C(N[C@@H]1c2ccccc2CC[C@@H]1OCc1ccccc1)c1ccc(-c2ccccc2)cc1
25	CCn1c2ccccc2c(=O)c2ccccc21
26	COc1ccccc1CN1CC(C(=O)NCCc2ccc(C)o2)CCC1=O (stereo not drawn)
27	Cn1c(=O)n(C)c2cc([N+](=O)[O-])c(N3CCN(CCO)CC3)cc21
28	Cc1ccc(-c2nnn(CC(=O)N3C(C)CCCC3C)n2)cc1 (stereo not drawn)
29	CC1(c2cccc([N+](=O)[O-])c2)CC(C)(C)N(C(=O)c2ccccc2)c2ccccc21 (stereo not drawn)
30	COc1ccc(CC(=O)NNC(=O)[C@@H]2CCCC[C@@H]2C(=O)O)cc1

entry no.,21,22,23,24,25,26,27,28,29,30
PTHR1 agonist,-5%,-35%,i,i,-21%,i,i,-10%,-30%,i
Akt phos inh,i,i,i,i,i,i,i,i,i,i
D3 ag,1,2,1,16,3,-3,7,1,2,-8
DRD3 antagonist,-14,-1,-10,24,13,3,11,5,-12,-1
CCT modulator,0.7,2.0,-2.2,0.2,1.4,0.9,-4.1,-1.2,-1.5,-0.3
MmCpn inh,.,-1%,.,3%,-2%,6%,1%,0%,1%,-1%
EPAC2 antag,6%,-2%,2%,5%,2%,0%,1%,-2%,-19%,1%
EPAC2 ag,-5%,-1%,1%,4%,2%,-6%,-1%,9%,4%,6%

31	COc1ccc(S(=O)(=O)N2CCOC23CCN(C(=O)c2ccccc2OC)CC3)cc1
32	Cc1ccc(OCc2cc(C(=O)N3CCN(c4ccccc4)CC3)no2)cc1C
33	Cc1csc(NC(=O)NCC2CCCC(CNC(=O)Nc3nc(C)cs3)C2)n1 (stereo not drawn)
34	CC(OC(=O)Cn1ccccc1=O)C(=O)Nc1cc(Cl)cc(Cl)c1 (stereo not drawn)
35	O=C(COC(=O)C1CCCC1)Nc1cccc(Cl)c1Cl
36	Cc1nn(C)c(-c2n[nH]c(=S)n2-c2ccccc2)c1Cl
37	COc1cc(-c2cc(C(=O)NCCc3ccc(S(N)(=O)=O)cc3)c3ccccc3n2)cc(OC)c1OC
38	CCOC(=O)N1CCC(N2CCCC(C(=O)c3ccc4cc(OC)ccc4c3)C2)CC1 (stereo not drawn)
39	Cc1cc(C)c[n+](C[n+]2cc(C)cc(C)c2)c1
40	Cc1noc(C)c1COC(=O)c1csc2c1CCC(C)C2 (stereo not drawn)

entry no.,31,32,33,34,35,36,37,38,39,40
PTHR1 agonist,-6%,-48%[inhibitor],-16%,-23%,i,-9%,-16%,i,-14%,-47%[inhibitor]
Akt phos inh,i,i,i,i,i,i,i,i,i,i
D3 ag,6,-4,4,6,-2,-1,-6,-25,0,-6
DRD3 antagonist,1,-24,-3,-15,15,-12,-8,0,2,-17
CCT modulator,-1.1,-0.7,-1.0,-1.9,0.1,-3.7,-2.8,-0.4,1.0,0.0
MmCpn inh,1%,-1%,-2%,2%,4%,-19%,-1%,1%,-2%,-1%
EPAC2 antag,2%,-2%,-4%,-2%,-7%,8%,-15%,11%,1%,6%
EPAC2 ag,14%,9%,8%,12%,12%,-2%,9%,11%,9%,12%

41	O=C(N=C1N=C2C=CC(Br)=CN2Cc2ccccc21)c1ccc([N+](=O)[O-])cc1[N+](=O)[O-]
42	S=C1NCCNC(=S)NCCOCCOCCOCCN1
43	Cc1oc2ccc(OCc3cccc(Cl)c3)cc2c1C(=O)O
44	CCN(C(=O)COC(=O)/C=C/c1ccc(OC)c(OC)c1)c1c(N)n(Cc2ccccc2)c(=O)[nH]c1=O
45	COc1ccc2c(c1)c(/C=C/c1cc[n+](C)cc1)cn2C
46	CCOc1ccc2nc(N(CCN(C)C)C(=O)/C=C/c3cccs3)sc2c1
47	CSc1ccccc1OCc1cc(C(=O)N(C)CCn2nc(C)cc2C)no1
48	COc1ccc(NS(=O)(=O)c2ccc(N3CCOCC3)c(NC(=O)c3ccccc3Br)c2)cc1
49	COc1ccccc1NC(=O)CSc1ccc(-c2ccco2)nn1
50	CCOC(=O)CNC(=S)N(Cc1ccccc1)Cc1cccs1

entry no.,41,42,43,44,45,46,47,48,49,50
PTHR1 agonist,-12%,-19%,-1%,-14%,-3%,-5%,-26%,i,i,-25%
Akt phos inh,i,i,i,i,i,.,i,i,i,i
D3 ag,4,0,0,4,-1,-7,5,-3,3,-8
DRD3 antagonist,-1,12,-5,-7,8,-19,1,-12,19,-11
CCT modulator,-2.4,-0.3,5.1,-2.4,-1.7,-1.3,1.0,-2.6,0.4,-3.4
MmCpn inh,-6%,1%,-3%,.,-2%,-2%,-3%,-1%,3%,0%
EPAC2 antag,1%,2%,11%,32%[activator],27%,5%,-6%,-8%,8%,-18%
EPAC2 ag,11%,-9%,11%,-11%,24%,10%,7%,19%,3%,20%

Only part of the results is shown. The share of hits here may be higher or lower than overall.
